Assay outcomes deposited in PubChem by several laboratories.
CSM14.1 death rescue: rescue of cells from ER stress-induced death, primary screen, 384-well, CSM14.1, thapsigargin, ATP luminescence (AID 1222); CSM14.1 thapsigargin-induced death rescue, ATP luminescence; higher % means a stronger effect; cellular ATP content (survival), % at 20 µM, or EC50 in µM where a hit was titrated; 190,000 tested, under 10 active;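 active = EC50 below 50 µM in the dose-response confirmation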;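 note: death triggered by thapsigargin at about 15 µM added after 2 h compound pretreatment; cell ATP read after overnight thapsigargin exposure of roughly 18 to 22 hours; normalized against plate controls of thapsigargin alone and 5% DMSO vehicle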
TNAP activators: human TNAP enzyme activators, primary screen, biochemical, luminescent, no phosphate acceptor, uHTS (AID 1001); Alkaline phosphatase, tissue-nonspecific isozyme (Homo sapiens); purified TNAP, luminescent activation assay, no phosphate acceptor; higher activation fold means a stronger effect; activation fold at 20 µM; hits with a dose series show EC50 in µM; actives 0.03% (n = 200,000); in the data active = activation fold from about 3, or a potency from the dose series; inactive = the rest, 99 in 100 with activation fold below about 1.6; note: many of its hits are not listed in these tables
Myeloid diff 2: induction of myeloid progenitor differentiation, primary screen, cell-based, flow cytometry, MLPCN library. ER-HoxA9 myeloid progenitors, lysozyme-GFP differentiation. calls only at 10 µM. actives 1% (n = 360,000);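 active = normalized GFP-positive differentiation at or above the plate's own cutoff, the solvent-only control mean plus 3 SD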;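 note: cells exposed to compound for four days before flow analysis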
WT yeast gro inh: growth inhibition of WT strain, primary screen, mitochondrial fusion inhibitor project, WT and mutant strains, chemical genetic. mitochondrial fusion phenotypic screen. inhibition, % at 10 µM. actives 2.1% (n = 190,000); in the data active = inhibition above about 58%; tested in S. cerevisiae
Hep lipid drop: inhibitors of hepatocyte lipid droplet formation, primary screen, imaging, high-throughput imaging, BODIPY stain | AML12 mouse hepatocytes, oleate lipid droplets | inhibition, % at 6.5 µM | AID 1656, 2009 | actives 0.4% (n = 240,000);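 active = lipid droplet intensity inhibited by at least 50%, with more than 500 cells counted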
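Material: mouse AML12 hepatocyte cell line, fixed after treatment; Timing: compound with oleate, overnight; Technique: high-content imaging of BODIPY-stained droplets and DAPI nuclei; Probe or stimulus: oleate, 100 µM final; Dosing: compound at 6.5 µM only.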
PMI inhibition: human PMI inhibitors, high substrate, primary screen, biochemical, fluorescence intensity, high mannose 6-phosphate (AID 1220); Mannose-6-phosphate isomerase (Homo sapiens); recombinant PMI enzyme, coupled fluorescence intensity; higher % means a stronger effect; one-dose inhibition, % at 20 µM; IC50 in µM for titrated hits; actives 0.66% (n = 190,000)
P. falciparum M1AAP: P. falciparum M1AAP inhibitors, biochemical, fluorogenic H-Leu-NHMec substrate, 1536-well (AID 1445); Aminopeptidase N (Plasmodium falciparum (isolate 3D7)); one-dose inhibition, % at 30 µM; IC50 in µM for titrated hits; actives 0.42% (n = 220,000); recombinant M1AAP, H-Leu-NHMec fluorogenic kinetic assay; higher % means a stronger effect;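 active = primary inhibition above the hit cutoff, then over 50% inhibition at one or more dose response concentrations, cut at about 23% in these data, passing the limit was not always enough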;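 note: plate controls were DMSO full reaction for no effect and no enzyme background for full effect; strong numbers were not always called active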
human PMI inhibition: inhibitors of human PMI, primary screen, biochemical, fluorescence intensity, coupled assay (AID 1209); Mannose-6-phosphate isomerase (Homo sapiens); purified PMI enzyme, coupled fluorescence intensity; higher % means a stronger effect; inhibition, % at 20 µM; hits with a dose series show IC50 in µM; actives 0.42% (n = 190,000);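 note: plate controls were DMSO vehicle for no effect and wells lacking substrate for full effect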
UTI89 phage lysis: inhibition of K1F phage lysis, E. coli UTI89, bacterial capsule biogenesis inhibitors, alamar blue (AID 488966); one-dose inhibition, % at 100 µM; IC50 in µM for titrated hits; actives 0.02% (n = 340,000); E. coli UTI89 K1F phage lysis, alamar blue, 2 h; higher % means a stronger effect;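 active = phage lysis inhibition, versus mean bacterial control, above a set limit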;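 note: capsule biogenesis inhibitors block K1F phage lysis so surviving cells raise fluorescence; higher fluorescence means more inhibition of phage lysis; actives were called in the ten point dose series up to 300 µM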
WT yeast gro inh mutant strain: recorded beside WT yeast gro inh, whose call it bears; inhibition, %; mitochondrial fusion phenotypic screen, mutant strain inhibition
Hep lipid drop cells 6.5 µM: second read-out of Hep lipid drop, no call of its own (marks repeat the call); cell count; measured here: cell count, cytotoxicity flag;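 cells counted across two imaged fields per well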
Myeloid diff 2 GFP+ MAC1+ %: also measured in Myeloid diff 2; calls as there; GFP+ MAC1+ double positive, %; measured here: differentiation confirmed by MAC1 staining
* hit, by the source's call; i = inactive; nt = no result given; + = active, no number; [ ] = another dose, or the depositor's remark. Cut-off read from the data, not from the text of the source, unless noted: active = inhibition above about 50%; inactive = the rest. This is a random part of the collection (roughly 4.6% active in at least one column).

Structure	CSM14.1 death rescue	TNAP activators	Myeloid diff 2	Myeloid diff 2 GFP+ MAC1+ %	WT yeast gro inh	WT yeast gro inh mutant strain	Hep lipid drop	Hep lipid drop cells 6.5 µM	PMI inhibition	P. falciparum M1AAP	human PMI inhibition	UTI89 phage lysis
CSc1ccc(/C=C(\C#N)C(=O)NC2CCCCC2C)cc1 (stereo unspecified)	-0.1%	1	i	0.4	-1.3	1.2	4.0	639	7.4%	7.5%	-0.2%	5.1%
c1ccc(Oc2cccc3cccnc23)nc1	nt	nt	i	0.3	nt	nt	6.3	687	nt	-3.1%	nt	0.9%
COc1ccc(CNC(=O)C(=O)NCC2CCCO2)cc1 (stereo unspecified)	-0.3%	1.2	i	1.1	-16.4	11.8	nt	nt	0.3%	3.9%	-0.8%	-1.1%
Nc1c(NCc2ccccc2)c(=O)[nH]c(=O)n1Cc1ccccc1	2.9%	1	i	2.0	-6.7	-10.4	1.3	718	23.0%	-3.6%	28.6%	1.3%
O=C(Nc1ccn(Cc2ccccc2)n1)c1cccc(Cn2cc([N+](=O)[O-])cn2)c1	0.4%	1.1	i	0.7	8.4	-15.8	nt	nt	12.0%	3.2%	6.9%	7.1%
O=C(c1ccccc1F)N1CCN(c2ccc([N+](=O)[O-])cc2-n2cccc2)CC1	nt	nt	i	0.4	nt	nt	-29.0	729	nt	12.1%	nt	-1.2%
Cc1ccc(N/C(=C\C(=O)c2ccccc2)C(=O)O)cc1	-0.9%	1	i	0.5	15.0	4.8	-13.7	728	2.9%	-0.9%	0.1%	-0.2%
Cc1ccnc(NS(=O)(=O)c2ccc(NC(=O)/C=C/c3cccs3)cc2)n1	1.7%	1.1	i	0.4	5.5	-6.1	0.2	661	0.5%	5.8%	1.9%	-2.7%
Cc1cc(C(=O)Nc2ccccc2)oc(=O)c1	nt	nt	i	0.6	nt	nt	-5.8	719	nt	6.1%	nt	0.5%
Clc1ccccc1-c1nnc2sc(C3COc4ccccc4O3)nn12 (stereo unspecified)	-1.2%	0.5	i	1.2	12.9	18.6	9.9	635	15.4%	13.0%	50.0%*	2.3%
CCc1cccc(C)c1NC(=O)CSc1nnc(-c2cc3cc(Br)ccc3o2)n1CC	nt	1.1	i	0.5	12.5	9.5	-4.5	691	12.9%	-7.0%	16.9%	0.1%
COc1cc(/C=C/C(=O)N2CCN(C)CC2)cc(S(=O)(=O)N2CCc3ccccc32)c1OC	nt	nt	i	0.0	nt	nt	-17.7	713	nt	7.0%	nt	0.1%
O=S(=O)(Nc1nc2cc3c(cc2nc1Cl)OCCO3)c1ccccc1	-1.0%	1.1	i	0.1	-11.2	15.8	4.0	664	41.4%	66.8µM*	18.4%	-1.3%
C=CCn1c(=NC(=O)c2ccccc2[N+](=O)[O-])sc2cc(S(C)(=O)=O)ccc21	4.1%	1.2	i	0.3	-9.3	-11.7	17.5	642	0.2%	7.4%	7.0%	3.6%
CC(=O)c1cnc(-c2ccccn2)s1	0.9%	1.2	i	0.6	1.2	10.4	6.4	692	10.3%	-5.1%	22.8%	1.8%
O=C(Nc1ccc(F)cc1)N1CCC(c2nc3c(nnn3Cc3ccccc3Cl)c(=O)[nH]2)CC1	-1.1%	1.1	i	0.1	-7.7	9.0	1.2	700	-2.7%	12.9%	-1.9%	-2.3%
C=CCN1C(=O)c2cccc3c(N4CCCCC4)ccc(c23)C1=O	-1.0%	1	i	0.5	-9.6	-5.1	-17.1	668	-8.7%	-2.0%	-6.1%	-1.1%
c1ccc(N2CC[N+]3(CCCC3)CC2)nc1	3.1%	1	i	1.1	6.6	-3.0	nt	nt	-6.6%	11.4%	-1.5%	0.6%
COc1ccc(CCNC(=O)C2CC2)cc1OC	2.7%	1	i	17.0	28.6	31.0	nt	nt	-1.6%	-1.2%	-6.0%	0.4%
C=CCn1c(-c2ccccc2)c[nH]c1=S	-3.2%	0.5	i	0.6	4.6	3.5	15.3	683	-19.8%	2.0%	-2.8%	-0.3%
COc1ccc(Oc2ccc(-c3ccn[nH]3)cc2)cc1	nt	nt	i	0.5	nt	nt	-6.5	695	nt	0.8%	nt	0.2%
CCCCn1c(S(=O)(=O)O)nc2ccccc21	-1.8%	1.1	i	0.7	-6.8	-3.0	-11.2	544	2.1%	8.4%	2.3%	0.9%
O=C(C[n+]1ccc2ccccc2c1)c1cccc2ccccc12	-0.5%	0.7	i	0.8	3.6	1.6	-11.7	693	-11.2%	6.3%	-15.2%	0.1%
COc1ccccc1N1CCN(C2CCN(S(=O)(=O)c3ccc(C)cc3)CC2)CC1	nt	nt	i	0.5	nt	nt	2.7	692	nt	-1.9%	nt	-0.1%
Cc1ccccc1Nc1nnc(SCC(=O)Nc2ccccc2[N+](=O)[O-])s1	-1.1%	1.3	i	0.3	17.6	10.2	3.0	726	12.8%	1.7%	19.1%	1.7%[50 µM]
COc1ccc(CC2(CO)CCN(C(C)Cc3ccc(Cl)cc3)CC2)cc1 (stereo unspecified)	-1.9%	1.1	i	0.3	32.1	43.7	-4.5	606	7.7%	-1.5%	9.3%	2.5%
COc1ccc(NC(=O)CSc2nnc(C3CCCCC3)n2-c2ccccc2)cc1	-2.0%	1.1	i	1.0	-1.7	-17.1	nt	nt	8.4%	6.4%	8.1%	-0.1%
Fc1cccc(NCc2cn3ccccc3n2)c1	nt	1.1	i	0.9	-2.0	2.9	8.6	705	7.2%	7.9%	15.7%	-0.1%
CCN(Cc1ccncc1)C(=O)c1cc(Br)cc(Br)c1O	1.1%	1	i	0.5	-15.8	-3.6	-4.0	642	-3.0%	0.4%	-9.1%	-0.3%
CCN(CC)S(=O)(=O)c1ccc(OC(C)C)nc1	-2.6%	1.1	i	4.8	5.5	3.3	-20.5	723	1.5%	-0.5%	4.2%	5.1%
CN1CCSc2ccc(C(=O)Nc3cccc(F)c3)cc21	nt	nt	i	0.1	nt	nt	1.1	731	nt	-0.1%	nt	0.0%
Cc1ccc(C(=O)c2nc3c(n2O)CCCC3)cc1	-0.7%	1.1	i	1.0	12.3	20.3	-20.4	775	2.1%	11.6%	-4.6%	-0.3%
O=c1[nH]c(CN2CCN(c3ccccc3)CC2)nc2scc(-c3ccccc3)c12	-1.3%	1.1	+	4.0*	32.9	5.6	1.9	650	0.5%	5.9%	-1.6%	0.8%
COc1cc(C(=O)NC(CCSC)C(=O)OCC(=O)C(C)(C)C)cc(OC)c1OC (stereo unspecified)	-2.3%	1	i	0.2	-11.0	11.8	2.6	708	11.8%	-0.3%	10.1%	-0.1%
Cc1nc(N2CCN(C(=O)c3ccc(Cl)cc3)CC2)c(C#N)c2c1COC(C)(C)C2	-2.5%	1	i	0.8	14.9	8.2	-9.3	678	16.7%	2.5%	14.9%	-0.1%
CCOC(=O)C1=C(C)N(C)C(=O)NC1c1ccccc1OC (stereo unspecified)	nt	1.1	i	0.9	-2.2	-30.7	-18.5	635	7.9%	0.7%	6.2%	0.5%
C(=C\c1ccccc1)/CSc1nnc(-c2ccncc2)n1Cc1ccco1	-0.5%	1	i	0.9	-0.3	-16.4	nt	nt	-4.5%	3.4%	-2.4%	0.1%
COC(=O)CSc1nc(NC(C)=O)nc(C)c1Br	-0.1%	1	i	1.0	10.5	-2.6	0.8	728	3.9%	9.9%	16.0%	0.7%
Cc1cccc2cc(CN(CC3CCCO3)C(c3nnnn3Cc3ccco3)C(C)C)c(=O)[nH]c12 (stereo unspecified)	-0.3%	1.1	i	0.5	14.6	-10.4	nt	nt	5.5%	9.9%	15.4%	0.0%
O=C1N(C2CCCC2)C[C@@H]2C[C@@H](c3cn[nH]c3-c3ccc(Cl)cc3)N3CCC[C@@]123	1.5%	1.2	i	0.6	-8.7	-1.2	-24.5	660	1.0%	7.9%	6.8%	0.0%
CCC(C)C(=O)Nc1nc(C)c(-c2csc(Nc3ccccc3OC)n2)s1 (stereo unspecified)	-0.4%	1	i	0.9	23.2	5.5	nt	nt	27.2%	8.9%	21.3%	1.1%
CC(C)c1ccc(S(=O)(=O)N2CCN(C(=S)NCc3ccco3)CC2)cc1	-0.4%	1.2	i	0.5	35.0	28.4	-14.5	557	13.2%	9.9%	36.4%	3.8%
CCc1c(C)c2c(C)[nH]nc2oc1=O	1.7%	0.9	i	1.1	-1.1	3.6	nt	nt	10.6%	-2.2%	4.3%	0.5%
COc1ccc(CCNC(=O)CCCCn2c(=O)[nH]c3ccccc3c2=O)cc1OC	0.1%	1	i	0.3	-5.1	16.4	nt	nt	3.6%	1.9%	-1.9%	-0.3%
COCCCN(CCC#N)C(=O)c1c(-c2c(Cl)cccc2Cl)noc1C	nt	nt	i	0.2	nt	nt	1.2	727	nt	-3.6%	nt	0.6%
Cc1onc(-c2ccccc2Cl)c1C(=O)Nc1nnc(Cc2ccc(Cl)cc2)s1	-1.0%	1.1	i	1.0	0.5	-1.9	nt	nt	5.2%	1.8%	9.9%	0.3%
O=C(CSc1nc2ccsc2c(=O)n1NC(=O)c1ccccc1)Nc1nccs1	-2.5%	1.1	+	18.1*	-17.5	-13.7	0.5	651	-20.4%	37.4µM*	-2.9%	5.8%
COC(=O)c1ccc(N2NC(=O)/C(=C/c3ccc(-c4ccc(Cl)c(C(=O)O)c4)o3)C2=O)cc1	2.3%	0.8	i	0.6	-15.1	8.1	2.9	651	7.5%	28.7µM*	2.2%	-0.2%
O=C(C[n+]1ccc(C(=O)N/N=C/c2ccc(O)cc2)cc1)c1ccccc1	-4.0%	0.5	i	0.0	nt	nt	24.6	818	-32.3%	22.5%	-14.3%	9.8%

Quoted from the listing:
Result of COCCCN(CCC#N)C(=O)c1c(-c2c(Cl)cccc2Cl)noc1C under Myeloid diff 2 GFP+ MAC1+ %: 0.2
Result of Cc1cccc2cc(CN(CC3CCCO3)C(c3nnnn3Cc3ccco3)C(C)C)c(=O)[nH]c12 (stereo unspecified) under human PMI inhibition: 15.4%
